UBC13 inh: UBC13 polyubiquitin chain formation inhibitors, primary screen, biochemical, TR-FRET, uHTS; Ubiquitin-conjugating enzyme E2 N (Homo sapiens), P61088; 0.47% of 330,000 active; inhibition, % at 20 µM; in the data active = inhibition above about 45%, passing the limit was not always enough; inconclusive = no clear call, values can overlap the other calls
Target sequence (P61088 whole entry, looked up): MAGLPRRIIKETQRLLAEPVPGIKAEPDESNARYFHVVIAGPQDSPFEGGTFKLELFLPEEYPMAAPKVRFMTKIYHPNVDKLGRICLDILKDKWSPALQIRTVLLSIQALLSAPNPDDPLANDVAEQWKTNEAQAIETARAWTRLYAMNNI
Jurkat NFkB inh: inhibitors of induced NF-kB luciferase reporter, primary screen, TCR NF-kB activation inhibitor project, cell-based, luminescence, uHTS | Jurkat, PMA/ionomycin-induced NF-kB luciferase reporter | inhibition, % at 4 µM | 0.53% of 330,000 active | AID 435003, 2010
Apaf-1 inh: inhibitors of human Apaf-1 apoptosome, primary screen, biochemical, DEVD-Rh110 fluorescence, uHTS; Apoptotic protease-activating factor 1 (Homo sapiens), O14727; reconstituted apoptosome caspase-3 activity; inhibition, % at 20 µM; 0.71% of 330,000 active; AID 489030, 2010; active = inhibition of at least 40% at 20 µM;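 note: plate controls were DMSO wells for no effect and DEVD-CHO caspase inhibitor wells for full effect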
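Material: cell-free apoptosome with Apaf-1, procaspase-3 and caspase-9; Buffer or medium: Hepes pH 7.5 with detergent and BSA; Reagent: cytochrome c trigger plus (Z-DEVD)2-Rh110 caspase-3 substrate; Times: compound with Apaf-1, dATP, procaspase-3 30 min, then 50 min reaction, room temperature; Technique: Rh110 fluorescence intensity.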
EBI2 block: EBI2 receptor antagonists, beta-arrestin recruitment, primary screen, cell-based, luminescence, 7a,25-OHC stimulation, uHTS. G-protein coupled receptor 183 (Homo sapiens), P32249. 7a,25-OHC stimulated. inhibition, % at 5 µM. 0.81% of 360,000 active. AID 651636, 2012; in the data active = inhibition above about 38%;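 note: enzyme fragment complementation signal reports receptor beta-arrestin coupling in cells; 0% = agonist plus DMSO wells and 100% = wells without agonist; some results beyond the cut were filed as inactive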
Target sequence (P32249 whole entry, looked up, the tested form may be a part): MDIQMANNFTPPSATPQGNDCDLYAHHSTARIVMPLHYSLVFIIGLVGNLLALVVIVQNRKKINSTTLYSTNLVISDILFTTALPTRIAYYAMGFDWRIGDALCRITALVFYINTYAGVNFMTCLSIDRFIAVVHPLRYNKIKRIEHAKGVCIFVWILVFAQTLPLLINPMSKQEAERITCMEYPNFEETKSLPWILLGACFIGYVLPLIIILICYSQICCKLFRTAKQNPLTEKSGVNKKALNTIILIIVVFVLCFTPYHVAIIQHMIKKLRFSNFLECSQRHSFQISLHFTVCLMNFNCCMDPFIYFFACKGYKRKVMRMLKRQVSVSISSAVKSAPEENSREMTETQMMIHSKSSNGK
Gli-Sufu antag: Gli-Sufu pathway antagonists, primary screen, luciferase luminescence, Sufu-KO-LIGHT cells, uHTS | Sufu-KO-LIGHT fibroblasts, Gli luciferase reporter luminescence | inhibition, % at 5 µM | 0.74% of 340,000 active;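 active = inhibition above about 55%, limit read from the data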;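 note: 0% = DMSO-treated cells and 100% = wells with medium but no cells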
697 NFkB inh: inhibitors of PMA/ionomycin-induced NF-kB reporter, 697 cells, primary screen, B-cell NF-kB inhibitor project, cell-based, luminescence, uHTS. 697 B-cell NF-kB luciferase reporter, 16 h. inhibition, % at 4 µM. 0.33% of 330,000 active. AID 435022, 2010; in the data active = inhibition above about 35%
SENP8 inh: SENP8 protease inhibitors, primary screen, biochemical, luminescence; purified SENP8, Z-RLRGG-aminoluciferin cleavage; inhibition, % at 10 µM; 1.2% of 330,000 active; AID 2540, 2010
Target sequence (Q96LD8 whole entry, looked up): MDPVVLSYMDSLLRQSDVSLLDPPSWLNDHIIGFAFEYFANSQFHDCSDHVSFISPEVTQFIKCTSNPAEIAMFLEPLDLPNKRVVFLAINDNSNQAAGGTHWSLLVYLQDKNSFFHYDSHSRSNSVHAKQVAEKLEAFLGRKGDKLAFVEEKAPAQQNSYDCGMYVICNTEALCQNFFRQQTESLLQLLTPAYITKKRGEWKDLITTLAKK
CCR6 antag: CCR6 receptor antagonists, primary screen, cell-based, CHO-K1, luminescence, beta-arrestin, uHTS; 0.49% of 340,000 active; inhibition, % at 20 µM; CHO-K1 CCR6 PathHunter beta-arrestin, CCL20-stimulated; C-C chemokine receptor type 6 (Homo sapiens), P51684;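 active = compounds whose inhibition of the agonist-driven luminescence signal at 20 µM reaches about 50%, limit read from the data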;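 note: cells stimulated with CCL20 at 14 nM final; plate controls were DMSO with CCL20 for no effect and DMSO without agonist for full effect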
An asterisk follows results filed as active; ? = inconclusive; / = not tested or not shown. Cut-off read from the data, not from the text of the source, unless noted: active = inhibition above about 50%; inactive = the rest. Some of the compounds tested. The share of hits here may be higher or lower than overall.

No.	molecule	UBC13 inh	Jurkat NFkB inh	Apaf-1 inh	EBI2 block	Gli-Sufu antag	697 NFkB inh	SENP8 inh	CCR6 antag
1	CSc1ncccc1C(=O)N1CCCC(CCC(=O)NCc2ccccc2F)C1 (centres undefined)	1	4	-6	-5	-3	18	2	3
2	N#CC(C#N)C(c1ccsc1)c1c(-c2ccccc2)[nH][nH]c1=O (centres undefined)	-6	8	9	-11	7	23	6	2
3	CCOC(=O)N1CCC(NC(=O)Cn2cc3c(n2)CCCC3)CC1	?	-1	-6	-9	-4	-3	-12	6
4	CC(OC(=O)c1cccs1)C(=O)NCCc1ccccc1 (centres undefined)	7	-1	0	5	6	10	4	7
5	CCOc1cc(S(=O)(=O)NCc2ccccn2)c(C)cc1C	1	-12	-1	/	/	-2	-3	/
6	Cc1ccc(-n2c(C)cc(C(=O)OCC(=O)N3CCOCC3)c2C)cc1	4	1	-1	-4	-4	9	3	5
7	COc1ccc(NC(=O)C2CCC(=O)N2S(=O)(=O)c2ccc(C)cc2)c(OC)c1 (centres undefined)	-19	-9	3	-10	8	-7	-5	-1
8	COC(C[C@@H]1O[C@H]1C(=O)COCc1ccccc1)OC	-1	-2	-2	-10	9	25	15	-14
9	COc1ccc(C(=O)NC(C(=O)NCC2(N3CCCCC3)CCCCC2)C(C)C)cc1 (centres undefined)	20	-5	-5	-5	-1	-6	1	5
10	Cc1ccc(CNS(=O)(=O)c2c(C(=O)N3CCCCCC3)c(C)n(C)c2C)cc1	-1	8	-14	11	-18	2	7	3
11	COC(=O)c1ccc(CSc2nc(N)cc(N)n2)cc1	9	-18	-5	-7	3	11	-10	-4
12	CCSC1=C(C#N)C(c2cccc(OC)c2)CC(=O)N1 (centres undefined)	6	18	-4	-9	-3	13	0	-2
13	CC1=NC(=O)C(N=Nc2ccccc2C(=O)O)N1c1ccccc1 (centres undefined)	-54	2	23	-13	-2	24	-2	4
14	COc1ccc(C(CC(=O)N2CCN(C)CC2)NC(=O)C(F)(F)F)cc1 (centres undefined)	4	-3	0	3	-1	10	7	6
15	Cc1cc(C)c(-c2csc(NC(=O)COC(=O)c3ccc4c(c3)OCO4)n2)c(C)c1	-11	3	9	10	-1	7	2	-10
16	O=C(CSc1ccc([N+](=O)[O-])cc1)OCC(=O)N1CCCC1=O	-11	14	-6	1	10	20	8	8
17	C=CCCN(Cc1ccccc1)S(=O)(=O)c1cc(Br)ccc1Br	7	8	13	19	9	26	1	26
18	COc1c(S(=O)(=O)N2CCN(C)CC2)ccc(Cl)c1Cl	-14	-22	10	-7	-7	-33	-11	-12
19	Cc1ccc(NC(=O)C(=O)NCC2OCCc3ccccc32)cc1 (centres undefined)	-6	-32	11	-3	-5	-17	-3	3
20	COCCn1c(-c2ccccc2)nc2ccccc21	6	-5	-13	-9	2	-1	-14	-13
21	COc1ccc(OC)c(S(=O)(=O)Nc2cccc3ccc(O)cc23)c1	-13	-12	-6	-2	0	-31	0	-4
22	O=C(CN(c1cccc(Cl)c1)S(=O)(=O)c1ccccc1)NN=C1CCCC1	2	1	1	-13	-3	-20	-2	23
23	CC(=O)N1CCN(C(=O)c2cc(=O)c3ccccc3o2)CC1	-2	-27	-8	-1	-5	-13	-9	-7
24	CCCCn1c(N)c(N(CCOC)C(=O)CN(C)S(=O)(=O)c2ccc(Cl)cc2)c(=O)[nH]c1=O	-7	-13	20	-10	-11	-9	0	-2
25	CN1CCN(c2ccc(NC(=O)CSc3nnnn3-c3ccccc3F)cc2)CC1	3	-36	5	-7	-1	-26	-4	5
26	CC(=O)N1N=C(c2ccc(Cl)cc2)CC1c1ccco1 (centres undefined)	3	-21	4	4	-3	-3	-1	7
27	Cn1c(=O)c2c(nc(NCc3ccccc3)n2CC(=O)NCc2ccccc2)n(C)c1=O	-6	0	-6	9	4	0	-10	-23
28	CSCc1c(C(=O)Nc2ccc(N3CCOCC3)cc2)oc2ccccc12	-3	3	-2	5	12	7	0	-1
29	COc1ccc2[nH]c(C)c(C(=O)CN(C)CC3OCCO3)c2c1	3	5	-9	/	14	16	0	-6
30	CC(C)C(NS(=O)(=O)c1cccs1)C(=O)N1CCC(C(N)=O)CC1 (centres undefined)	6	6	-6	-7	-4	14	7	14

Ordered by number of heavy atoms (low to high): part of the list above.
No.	molecule	UBC13 inh	Jurkat NFkB inh	Apaf-1 inh	EBI2 block	Gli-Sufu antag	697 NFkB inh	SENP8 inh	CCR6 antag
26	CC(=O)N1N=C(c2ccc(Cl)cc2)CC1c1ccco1 (centres undefined)	3	-21	4	4	-3	-3	-1	7
28	CSCc1c(C(=O)Nc2ccc(N3CCOCC3)cc2)oc2ccccc12	-3	3	-2	5	12	7	0	-1
24	CCCCn1c(N)c(N(CCOC)C(=O)CN(C)S(=O)(=O)c2ccc(Cl)cc2)c(=O)[nH]c1=O	-7	-13	20	-10	-11	-9	0	-2

The list continues:
No.	molecule	UBC13 inh	Jurkat NFkB inh	Apaf-1 inh	EBI2 block	Gli-Sufu antag	697 NFkB inh	SENP8 inh	CCR6 antag
31	CS(=O)(=O)Nc1ccccc1NS(C)(=O)=O	0	10	-5	5	1	7	-3	-12
32	CC1=NN(c2ccccc2)C(=O)/C1=C/c1ccc(-c2ccc(C)c(C(=O)O)c2)o1	-71	6	68*	/	0	7	12	20
33	CC(C)c1ccc(/C=N/NC(=O)c2ccccc2Cl)cc1	5	52*	-194	10	-47	-104	-3	5
34	Cc1ccc2cccc(OCC(=O)N(C)CC(=O)Nc3ccc(F)cc3)c2n1	-2	19	0	-7	-2	11	-13	10
35	Cc1ccc2nsnc2c1S(=O)(=O)N1CCN(Cc2ccc3c(c2)OCO3)CC1	2	-10	9	2	-1	4	-26	13
36	COc1ccc(CN(C)C(=O)c2oc3ccccc3c2CSC)cc1F	8	25	12	17	-13	18	8	10
37	CSc1ccc(C2NC(=O)CCC2[N+](=O)[O-])cc1 (centres undefined)	2	9	-2	-8	3	16	13	9
38	Cc1cccc(N2CC(C(=O)Nc3nnc(SCc4cccnc4)s3)CC2=O)c1 (centres undefined)	-2	7	17	1	-3	-5	-6	2
39	O=C(c1ccco1)c1cn(CC(=O)N2CCCC2)c2ccccc12	-14	-2	3	-14	5	-8	-6	-6
40	O=C(CSc1nnnn1Cc1ccccc1)c1ccccc1F	11	-15	2	0	-16	-7	-6	10
41	CCC(C)N(C(=O)Cn1cnc2c1c(=O)n(C)c(=O)n2C)C1CCS(=O)(=O)C1 (centres undefined)	-7	3	-11	-12	-5	8	-2	-6
42	CC(C)(CC(=O)O)CC(=O)NCc1c(Cl)cccc1Sc1ccc(Cl)cc1	-8	18	-7	-13	41	9	-8	3
43	O=C(NCc1cccc(F)c1)C1CCN(C(=O)c2sccc2-n2cccc2)CC1	9	7	-6	-14	3	14	0	4
44	Cc1ccc(C(=O)NC(=S)NNC(=O)c2ccccc2)cc1	-18	-15	3	1	4	-17	-13	19
45	CC(C)c1cccc(C(C)C)c1NC(=O)c1ccccc1	-9	5	3	-3	-10	-6	-13	8
46	COc1cc(C(=O)NCCC(c2ccccc2)c2ccccc2)cc(OC)c1OC	5	10	10	8	12	-29	9	16
47	O=C(Nc1ccc(Br)cn1)c1ccc2ccccc2c1	-3	-71	6	30	-70	-160	-11	0
48	CCOc1cc(/C=N/NC(N)=O)ccc1OCC(=O)Nc1ccc(C)c(C)c1	1	6	-3	41	0	8	6	-6
49	NC(=S)C1COc2ccccc2O1 (centres undefined)	3	-12	8	-9	1	-9	1	5
50	CCOC(=O)/C(C#N)=C/c1c(N2CCN(Cc3ccc4c(c3)OCO4)CC2)nc2c(C)cccn2c1=O	-4	18	11	30	5	14	-2	8
51	Cc1sc2ncnc(SCC(=O)N(C(C)C)C(C)C)c2c1C	5	-10	16	1	0	-1	7	0
52	Cc1cc(OCc2cccc(S(=O)(=O)N3CCOCC3)c2)ccc1Cl	-12	2	9	13	5	5	0	9
53	COc1nc(Nc2ccc3c(c2)OCO3)nc(OC)n1	-3	0	3	4	-15	4	-4	-3
54	COc1cccc(CN(CC2CCCO2)S(=O)(=O)c2ccc(S(=O)(=O)N(C)C)cc2)c1 (centres undefined)	5	-3	-6	2	13	15	2	5
55	CCCCn1c(-c2c(Cl)c(C)nn2C)n[nH]c1=S	6	5	-3	7	3	-12	0	1
56	Clc1ccccc1C1=CC(c2ccco2)n2nnnc2N1 (centres undefined)	-1	9	4	-6	-3	2	-3	7
57	Cc1cccc(Oc2c([N+](=O)[O-])c(=O)n(C)c3ccccc23)c1	-1	13	10	-38	-12	-11	3	29
58	CC(C)c1nc2sc3c(=O)[nH]cnc3c2c2c1CCCC2	?	-12	10	1	-25	-32	-12	8
59	Cc1ccc(NC(=O)CCN2C(=O)NC(C)(C)C2=O)cc1F	2	-3	-1	-5	15	1	-4	1
60	CSc1nc2ncc(C(=O)O)c(N)n2n1	8	-1	-11	1	-7	3	3	9
61	Cc1cccc(OCCC(=O)Nc2ccc(Cl)cc2F)c1	7	10	7	8	-1	12	-1	1
62	CC(C)Oc1ccc(CNC(=S)N/N=C/c2ccc([N+](=O)[O-])cc2)cc1	-7	-19	-3	0	-21	-13	1	14
63	Cc1ccc(S(=O)(=O)Nc2cc(C(F)(F)F)ccc2N2CCOCC2)cc1	6	-4	16	2	8	-6	-4	6
64	N/C(=N\OC(=O)N1c2ccccc2Sc2ccccc21)c1ccccc1	11	7	5	1	6	2	9	3
65	O=C(COC(=O)c1cc(-c2cccnc2)nc2ccccc12)Nc1ccc(F)cc1F	-5	8	3	10	-1	4	-8	18
66	CN1CCN(C(=O)C2=C[C@@H](c3ccccc3)C[C@@H](OCc3ccc(CO)cc3)O2)CC1	-8	7	5	3	16	-10	6	3
67	CC(C)(CNC(=O)c1cc2ccccc2o1)N1CCOCC1	-4	10	0	-5	10	1	2	-3
68	COCCn1c(SC(C)C(=O)NC2CC2)nnc1-c1cccc(C)c1 (centres undefined)	-8	5	0	1	-8	-1	-6	9
69	N/N=C(/Cc1nc2ccccc2[nH]1)c1ccc([N+](=O)[O-])cc1	-18	-65	1	2	5	-93	-8	-1
70	C/C(=N\OC(=O)c1cccc(C)c1)c1sc(-c2ccccc2)nc1C	14	-109	23	-5	-128	-123	1	-8
71	COc1ccccc1C(=O)Nc1ccc(OCC(=O)N2CC(C)OC(C)C2)cc1 (centres undefined)	-1	4	3	-2	-20	10	1	9
72	CCCCCOc1ccc(C2NC(=O)NC2=O)cc1 (centres undefined)	-3	6	8	-3	5	-1	-9	9
73	Fc1ccc(COc2ccc(-c3nnco3)cc2)c(Cl)c1	4	-39	10	-15	11	-22	-12	16
74	O=C(Cc1ccc([N+](=O)[O-])cc1)N1CCc2ccccc2C1	1	2	10	8	-10	-7	-2	17
75	COc1ccc(NS(=O)(=O)c2c(C)n(C)c(=O)n(C)c2=O)cc1	3	-3	-1	2	3	5	3	4
76	O=C(N/C(=C/c1cccc([N+](=O)[O-])c1)C(=O)N1CCOCC1)c1ccccc1Br	-4	9	7	-5	-4	15	5	17
77	O=[N+]([O-])c1ccc(/C=N\NS(=O)(=O)c2ccc(F)cc2)o1	-29	-6	-6	-3	4	19	0	8
78	Cc1cccc(N=C2NC(=O)CS2)c1	5	14	2	-2	2	5	7	-4
79	c1cc(-n2nnc3cnccc32)ccn1	0	0	-24	12	0	19	3	-11
80	CC(C)NC(=O)CSc1nnc(C2CC2)n1-c1ccccc1	4	-5	0	-8	-2	0	1	-6
81	Cc1[nH]c2ccccc2c1SCC(=O)N1CCCCC1	8	0	-6	6	-4	12	-2	8

Source: PubChem (Sanford-Burnham Center for Chemical Genomics)
